# M4 PAM: potentiates acetylcholine response at human M4 receptor | P08173 | CHO-K1 hM4/Gqi5, Fluo-8 calcium fluorescence, ACh EC20; 0% = ACh EC20, 100% = maximal ACh | activation, % at 3 µM | actives 0.4% (n = 360,000);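 active means activation above its plate's cutoff, the mean activation of sample wells plus 3 SD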; further: some results filed as inactive read as strong as hits
# Target sequence (P08173 whole entry, looked up): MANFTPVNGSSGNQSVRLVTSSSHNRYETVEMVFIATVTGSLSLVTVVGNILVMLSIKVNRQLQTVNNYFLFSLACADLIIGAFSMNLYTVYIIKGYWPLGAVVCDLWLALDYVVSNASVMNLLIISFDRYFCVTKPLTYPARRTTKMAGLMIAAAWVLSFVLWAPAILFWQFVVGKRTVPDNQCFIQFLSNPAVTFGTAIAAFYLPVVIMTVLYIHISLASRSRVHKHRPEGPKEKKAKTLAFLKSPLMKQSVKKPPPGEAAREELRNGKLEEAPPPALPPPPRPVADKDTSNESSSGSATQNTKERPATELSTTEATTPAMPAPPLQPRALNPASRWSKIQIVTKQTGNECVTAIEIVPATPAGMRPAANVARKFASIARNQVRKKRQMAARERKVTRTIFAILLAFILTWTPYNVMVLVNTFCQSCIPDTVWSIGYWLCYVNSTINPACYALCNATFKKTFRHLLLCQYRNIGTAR
# CHRM4 agonist: CHRM4 agonism in calcium assay. P08173. CHO-K1 hM4/Gqi5, Fluo-8 calcium fluorescence; vehicle 0%, full acetylcholine response 100%. activation, % at 3 µM. actives 0.14% (n = 360,000);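 active means activation above the run mean over all test wells plus 3 SD, cut at about 32% in these data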;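 further: peak over basal fluorescence ratio per well then scaled between controls; 0% = DMSO wells and 100% = acetylcholine at EC100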
# CHRM4 antagonist: CHRM4 antagonism in calcium assay; inhibition, % at 3 µM; CHO-hM4 cells, ACh EC80, Fluo-8 calcium fluorescence; actives 0.73% (n = 360,000);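 active means inhibition above its plate's cutoff, the mean inhibition of sample wells plus 3 SD, cut at about 27% in these data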;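 further: 0% = acetylcholine EC80 with DMSO and 100% = DMSO without agonist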
# CHRM5 antagonist: blocks acetylcholine activation of human M5 receptor | CHO-hM5 cells, Fluo-8 calcium fluorescence, ACh EC80 | actives 0.59% (n = 360,000) | inhibition, % at 3 µM;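 active means inhibition above a per-plate cutoff, the mean of that plate's test compounds plus 3 SD, cut at about 27% in these data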;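 further: 0% = acetylcholine EC80 with DMSO and 100% = DMSO without agonist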
# Target sequence (P08912 whole entry, looked up): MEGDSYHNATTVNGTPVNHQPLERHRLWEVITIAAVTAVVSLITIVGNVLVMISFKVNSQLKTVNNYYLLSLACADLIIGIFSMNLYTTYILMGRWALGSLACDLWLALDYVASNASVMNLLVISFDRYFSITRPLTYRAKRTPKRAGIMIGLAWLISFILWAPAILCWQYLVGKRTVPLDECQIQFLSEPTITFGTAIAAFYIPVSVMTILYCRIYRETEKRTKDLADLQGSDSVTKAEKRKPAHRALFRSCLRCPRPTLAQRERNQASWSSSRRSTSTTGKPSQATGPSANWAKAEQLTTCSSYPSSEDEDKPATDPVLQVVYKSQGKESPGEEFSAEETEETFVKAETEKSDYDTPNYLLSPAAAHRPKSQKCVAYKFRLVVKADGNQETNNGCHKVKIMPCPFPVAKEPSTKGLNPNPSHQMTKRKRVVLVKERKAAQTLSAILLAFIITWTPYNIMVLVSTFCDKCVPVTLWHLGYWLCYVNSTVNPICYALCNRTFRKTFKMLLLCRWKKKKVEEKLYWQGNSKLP
# CRFBP-R2 agonist: CRF-BP/CRF-R2 complex agonism | HEK293 CRF-R2/CRF-BP, calcium dye fluorescence (FLIPR); percent of saturating CRF peptide response | activation, % at 13.2 µM | actives 0.46% (n = 350,000) | AID 588473;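 active means activation of at least 50%, plus an integration ratio under a set limit after plate pattern correction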;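 further: plate controls were neutral control wells without compound for no effect and CRF at EC100 for full effect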
# CHRM5 PAM: CHRM5 positive allosteric modulation; P08912; CHO-K1 hM5, Fluo-8 calcium, ACh EC20 PAM; 0% = ACh EC20, 100% = ACh EC100; activation, % at 3 µM; actives 0.3% (n = 360,000);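 active means activation above the run cutoff, the mean activation of all test compounds plus 3 SD, cut at about 18% in these data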
#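 Assay system: CHO-K1 hM5 cells / Incubation: Fluo-8 loading 80 min at 37 °C plus 30 min room temperature / Technique: Fluo-8 calcium dye fluorescence, kinetic read / Repeats: single replicate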
# CRFBP-R2 block: blocks CRF-induced signaling of the CRF-BP/CRF-R2 complex | HEK293 CRF-R2/CRF-BP, CRF-induced calcium fluorescence | inhibition, % at 11.8 µM | actives 0.59% (n = 350,000);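 active means inhibition of the ligand-induced calcium signal above about 50% at the single tested concentration, limit read from the data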
# IDE inh: cellular human IDE inhibition | P14735 | HEK cells, FAbetaB cleavage, fluorescence polarization | inhibition, % at 5.59 µM | actives 0.41% (n = 320,000) | AID 434962;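 active means percent inhibition above the average of all tested compounds plus 3 SD, set per screening campaign, cut at about 16% in these data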;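 further: IDE supplied by intact live HEK cells; FP after avidin binding of uncleaved biotin substrate so inhibition keeps polarization high; 0% = DMSO wells and 100% = 60 µM reference IDE inhibitor Ii1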
# CHRM5 agonist: agonists of human muscarinic M5 receptor (CHRM5) | P08912 | CHO-K1 hM5 cells, Fluo-8 calcium fluorescence; 0% DMSO wells, 100% maximal acetylcholine response | activation, % at 3 µM | actives 0.19% (n = 360,000) | AID 624037;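 active means activation above the run's mean over test compounds plus 3 SD, cut at about 23% in these data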;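 further: signal is peak over basal fluorescence ratio across the kinetic read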
# An asterisk follows results filed as active; . = no result given.
entry	molecule	M4 PAM	CHRM4 agonist	CHRM4 antagonist	CHRM5 antagonist	CRFBP-R2 agonist
1	O=C(COc1ccccc1[N+](=O)[O-])N1CCCc2ccccc21	-3	1	-3	5	0.5
2	COCCCn1c(SCC(=O)Nc2nc3ccccc3s2)nnc1-c1ccoc1C	-1	3	3	-1	-0.3
3	O=C(COc1ccccc1F)Nc1nnc(C2CCCC2)s1	1	-1	0	9	-0.7
4	COc1ccc(C(=O)c2c[nH]c(C(=O)NCCCN3CCOCC3)c2)cc1	1	1	0	-2	1.7
5	NCCC1CCCC(CCN)N1 (configuration not stated)	-5	0	3	1	-0.5
6	CC(C)NCc1c(O)c(Br)cc2oc3c(c12)CCCC3	-3	1	15	8	12
7	N#Cc1ccccc1COC(=O)CCC(=O)c1cccs1	-8	1	6	8	0.1
8	C=CCN1C(=O)c2ccccc2NC1c1ccc(Br)s1 (configuration not stated)	-11	1	1	6	0.8

entry	CHRM5 PAM	CRFBP-R2 block	IDE inh	CHRM5 agonist
1	-3	-1	-4	0
2	-3	-6	-1	-1
3	-3	-18	-1	-2
4	-7	-4	-1	-3
5	-4	10	0	1
6	1	-15	.	-7
7	-10	5	1	-1
8	-7	13	0	-7

# Ordered by the number under CRFBP-R2 block (falling): some entries from above
entry	molecule	M4 PAM	CHRM4 agonist	CHRM4 antagonist	CHRM5 antagonist	CRFBP-R2 agonist
8	C=CCN1C(=O)c2ccccc2NC1c1ccc(Br)s1 (configuration not stated)	-11	1	1	6	0.8
5	NCCC1CCCC(CCN)N1 (configuration not stated)	-5	0	3	1	-0.5
7	N#Cc1ccccc1COC(=O)CCC(=O)c1cccs1	-8	1	6	8	0.1
2	COCCCn1c(SCC(=O)Nc2nc3ccccc3s2)nnc1-c1ccoc1C	-1	3	3	-1	-0.3
6	CC(C)NCc1c(O)c(Br)cc2oc3c(c12)CCCC3	-3	1	15	8	12

entry	CHRM5 PAM	CRFBP-R2 block	IDE inh	CHRM5 agonist
8	-7	13	0	-7
5	-4	10	0	1
7	-10	5	1	-1
2	-3	-6	-1	-1
6	1	-15	.	-7

# (more compounds)
entry	molecule	M4 PAM	CHRM4 agonist	CHRM4 antagonist	CHRM5 antagonist	CRFBP-R2 agonist
9	N=c1c2ccccc2nnn1-c1ccc(C(F)(F)F)cc1	-1	0	3	-5	2.0
10	Cc1cc(SCc2ccc(C(F)(F)F)cc2)nc(=O)[nH]1	0	2	-5	5	-0.9
11	CC(C)c1nnc(NC(=O)CSc2nnc(NC(=O)c3c(F)cccc3F)s2)s1	-3	-1	0	8	1.1
12	CCN(C(=O)COC(=O)c1ccc2c(c1)OCO2)c1ccccc1	-1	2	-6	12	-0.5
13	O=S(=O)(c1ccc(Cl)cc1)N1CCN(C(=S)Nc2ccccc2F)CC1	-7	6	0	-6	7.4
14	O=C(O)c1cnc(-c2ccccc2)nc1Sc1ccc(Cl)cc1Cl	-8	0	1	11	-2.6
15	COc1ccc(-n2c(SCc3cccnc3)nc3c(c2=O)SCC3)cc1OC	8	-2	4	6	-2.1
16	CC1CCN(S(=O)(=O)c2cccc(C(=O)Nc3ccccc3)c2)CC1	-5	4	3	-1	7.2

entry	CHRM5 PAM	CRFBP-R2 block	IDE inh	CHRM5 agonist
9	-10	-15	0	-2
10	0	0	0	-1
11	-1	16	2	1
12	-16	-9	0	-7
13	1	-22	3	2
14	-4	97*	1	-1
15	7	15	.	0
16	-2	-19	1	0

# (list continues)
entry	molecule	M4 PAM	CHRM4 agonist	CHRM4 antagonist	CHRM5 antagonist	CRFBP-R2 agonist
17	Cc1cccc(/C(N)=N/OC(=O)CCc2ccccc2)c1	3	2	-4	1	0.3
18	C=CCn1c(C)cc(C(=O)COc2nncc3ccccc23)c1C	-2	2	-11	-10	-2.7
19	Cc1cccc(NC(=O)CS(=O)CC(=O)Nc2cnc3ccccc3c2)c1C (configuration not stated)	1	1	11	4	0.6
20	O=C(O)C/C=C(\NC(=O)OCc1ccccc1)C(=O)OCc1ccccc1	2	0	1	9	1.2
21	COc1ccccc1NS(=O)(=O)c1ccc(Cl)c(NC(=O)C(C)N2C(=O)c3ccccc3C2=O)c1 (configuration not stated)	-10	8	9	3	-1.8
22	COc1ccc(C(=O)C2CCCN(C(=O)C3CCOCC3)C2)cc1OC (configuration not stated)	9	1	-17	-7	2.1
23	COc1cccc(-c2n[nH]c(=S)n2Cc2ccco2)c1OC	2	1	-4	11	-0.4
24	CCc1cc(C(=O)NCC(c2cccs2)N2CCOCC2)sc1C (configuration not stated)	3	2	-14	-9	0.9

entry	CHRM5 PAM	CRFBP-R2 block	IDE inh	CHRM5 agonist
17	-2	0	2	0
18	2	16	-3	-4
19	0	5	-3	-4
20	-1	-2	1	-6
21	-8	-9	-5	-1
22	-3	-10	2	-2
23	2	-3	2	0
24	12	-7	2	-2

# The list continues.
entry	molecule	M4 PAM	CHRM4 agonist	CHRM4 antagonist	CHRM5 antagonist	CRFBP-R2 agonist
25	Cc1cc(C(=O)NCc2ccccc2Br)no1	-3	0	-1	-6	0.4
26	COc1ccc(-c2cc(=O)oc3cc4occ(C)c4cc23)cc1	-1	0	-5	1	-2.6
27	COc1ccc(OCCN2C(=O)NC3(CCc4ccccc4C3)C2=O)cc1 (configuration not stated)	-3	1	6	9	2.0
28	COc1ccc(CN(C)C(=O)C2CCN(C(=O)Nc3ccccc3)CC2)cc1	0	2	-1	-5	-0.4
29	CCOC(=O)C1=C(c2ccccc2)Nc2ncnn2C1c1cc(OC)ccc1OC (configuration not stated)	13	0	-19	-8	-1.3
30	NC(=O)c1ccsc1NC(=O)COC(=O)CCc1ccccc1	-11	27	6	24	-1.5
31	O=[N+]([O-])c1cccnc1NCc1cccs1	10	0	-6	1	-0.1
32	CCSc1nc(O)cc(=O)n1CC	-5	4	4	1	-1.9

entry	CHRM5 PAM	CRFBP-R2 block	IDE inh	CHRM5 agonist
25	-1	-4	2	0
26	-3	36	8	-2
27	-5	-11	0	-6
28	5	-2	-1	5
29	9	2	2	-2
30	-19	-21	.	10
31	7	22	-3	1
32	11	-6	-6	1

# Next structures follow.
entry	molecule	M4 PAM	CHRM4 agonist	CHRM4 antagonist	CHRM5 antagonist	CRFBP-R2 agonist
33	COC(=O)CCCC(=O)N1CCCC(CNS(=O)(=O)c2ccc(OC)cc2)C1 (configuration not stated)	3	2	-8	10	-0.5
34	CCN1CCN(Cc2cccc(Oc3ccccc3)c2)CC1	-14	3	-5	11	-1.4
35	Fc1ccc(NC(=S)SCc2ccc3c(c2)OCO3)cc1F	3	4	-18	9	8.6
36	COc1cccc(-n2ccnc2SCC(=O)Nc2cc(OC)ccc2OC)c1	19	4	1	10	-0.7
37	O=C(COc1ccc(F)cc1Br)NCC1COc2ccccc2O1 (configuration not stated)	-6	1	3	-4	-2.8
38	COc1ccc2occ(C(=O)c3coc4ccc(O)c(CN(C)C)c34)c2c1	-21	12	21	12	1.0
39	CCC(C)(C)n1nnnc1CN1CCC(NC(=O)c2ccc(Br)cc2)CC1	-12	10	9	9	-4.0
40	C/C(=C\c1ccccc1)CN1CCC(C(=O)N2CCCCC2)CC1	-6	2	13	4	-2.6

entry	CHRM5 PAM	CRFBP-R2 block	IDE inh	CHRM5 agonist
33	1	3	-3	5
34	-20	-3	-7	-6
35	-5	21	.	4
36	-6	2	2	-6
37	1	-15	5	-3
38	-10	-5	2	3
39	-14	9	1	0
40	-2	96*	7	-3

# Later entries.
entry	molecule	M4 PAM	CHRM4 agonist	CHRM4 antagonist	CHRM5 antagonist	CRFBP-R2 agonist
41	Cc1nc(N/C(N)=N/S(=O)(=O)c2ccccc2)nc2ccccc12	2	3	-4	4	-0.7
42	COc1cc(CCC(=O)OCC(=O)Nc2nc(C)c(Cl)cc2Cl)cc(OC)c1OC	-6	3	-3	3	0.2
43	O=C1CC(NCCN2CCOCC2)C(=O)N1Cc1ccc(N2CCCC2=O)cc1 (configuration not stated)	5	1	-16	-16	8.0
44	C=CCOc1c(CNc2ccc(C(=O)O)cc2)cccc1OCC	2	2	4	3	0.0
45	O=Cc1[nH]c2ccccc2c1N(C(=O)CCl)c1ccc([N+](=O)[O-])cc1	-3	4	8	6	-0.9
46	CCCCN1C(=O)c2ccccc2C1C(=O)NC1CCCC1 (configuration not stated)	2	1	1	18	-0.3
47	CCNC(=S)N=Nc1c(O)[nH]c2ccc([N+](=O)[O-])cc12	11	2	-10	1	-1.0
48	Cc1ccc(C2N(C)C(=O)c3ccccc3N2C)cc1 (configuration not stated)	4	3	-3	1	-0.5

entry	CHRM5 PAM	CRFBP-R2 block	IDE inh	CHRM5 agonist
41	5	-4	-3	2
42	-2	19	2	2
43	13	-6	-5	1
44	-4	6	0	2
45	3	-10	0	7
46	-10	10	-2	-3
47	6	-18	5	6
48	-1	11	.	-3

# The results go on:
entry	molecule	M4 PAM	CHRM4 agonist	CHRM4 antagonist	CHRM5 antagonist	CRFBP-R2 agonist
49	COc1ccc(CC2=C(O)c3ccccc3C(=O)C2=O)cc1	-6	-1	-1	18	-0.7
50	Cc1ccc2oc(=O)c3cnn(CC(=O)N4CCCc5ccccc54)c3c2c1	7	1	-23	-4	-12
51	CCOC(=O)C1CCCN(C2=NC(=O)/C(=C/c3ccc(O)c(OCC)c3)S2)C1 (configuration not stated)	3	4	-7	5	2.5
52	COC(=O)C[C@@H]1CC[C@H](NC(=O)Nc2ccc(F)cc2)[C@@H](CO)O1	10	2	-7	-12	.
53	Cc1c(CC(C)C)nc(N)c(C#N)c1-c1ccccc1	-1	-1	5	-2	-0.7
54	O=C(c1cc(-c2ccccc2)nc2ccccc12)N1CCN(c2ccccc2O)CC1	-6	16	8	10	9.8
55	COc1ccc(C(=O)NCCN2CCOCC2)c(OC)c1OC	3	1	2	8	0.2
56	CN(c1ccccc1C(=O)Nc1ccc2c(c1)OCCO2)S(C)(=O)=O	3	1	0	1	-1.2

entry	CHRM5 PAM	CRFBP-R2 block	IDE inh	CHRM5 agonist
49	-9	-3	-3	-4
50	-6	-46	1	0
51	-2	5	23*	-6
52	9	.	.	2
53	1	14	3	-4
54	-15	-83	-7	6
55	4	-7	-5	1
56	0	-13	3	1

# Next records.
entry	molecule	M4 PAM	CHRM4 agonist	CHRM4 antagonist	CHRM5 antagonist	CRFBP-R2 agonist
57	O=C(NCc1ccco1)c1c(Cl)cccc1Cl	4	1	-8	0	7.5
58	O=S(=O)(c1cc(F)ccc1F)N1CCN(c2ccccn2)CC1	-7	1	14	1	-2.6
59	Cc1cccc(NC(=O)c2cnc3sccn3c2=O)c1	5	1	-7	3	0.1
60	Cc1ccc(NC(=O)CCC(=O)N2CCOc3ccccc32)c(Cl)c1	-1	1	-11	0	-3.2
61	Cc1ccc(CNC(=O)Cn2ccc3ccccc3c2=O)o1	0	1	-5	2	-1.5
62	CC(=O)c1c(C)[nH]c(C(=O)OCC(=O)N(C)c2c(N)n(Cc3ccccc3)c(=O)[nH]c2=O)c1C	5	0	-8	3	0.7
63	COc1cc(C(=O)NCc2ccco2)cc(OC)c1OC	0	0	-2	3	0.7

entry	CHRM5 PAM	CRFBP-R2 block	IDE inh	CHRM5 agonist
57	-2	12	.	-1
58	-6	18	0	-22
59	0	1	0	3
60	-5	1	2	1
61	4	3	4	2
62	0	-2	2	4
63	-6	-8	12	1

# Screening results from PubChem.
